Source: PubChem BioAssay (National Center for Advancing Translational Sciences (NCATS))
TSHR antag – Antagonists of the Thyroid Stimulating Hormone Receptor: HTS campaign; TSHR-expressing cells, TSH-stimulated cAMP HTRF, 2 h; active compounds read low; activity change, negative = inhibition, % at 11.5 µM; hit rate 0.2% among 330,000; AID 504810, 2011;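 active means activity change below a set negative limit, meaning inhibition stronger than a set level, cut at about -70% in these data; inconclusive means activity change between two set negative limits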; further: on the % scale 0 is the no-effect control and ±100 the full control effect
Target sequence (P16473 whole entry, looked up): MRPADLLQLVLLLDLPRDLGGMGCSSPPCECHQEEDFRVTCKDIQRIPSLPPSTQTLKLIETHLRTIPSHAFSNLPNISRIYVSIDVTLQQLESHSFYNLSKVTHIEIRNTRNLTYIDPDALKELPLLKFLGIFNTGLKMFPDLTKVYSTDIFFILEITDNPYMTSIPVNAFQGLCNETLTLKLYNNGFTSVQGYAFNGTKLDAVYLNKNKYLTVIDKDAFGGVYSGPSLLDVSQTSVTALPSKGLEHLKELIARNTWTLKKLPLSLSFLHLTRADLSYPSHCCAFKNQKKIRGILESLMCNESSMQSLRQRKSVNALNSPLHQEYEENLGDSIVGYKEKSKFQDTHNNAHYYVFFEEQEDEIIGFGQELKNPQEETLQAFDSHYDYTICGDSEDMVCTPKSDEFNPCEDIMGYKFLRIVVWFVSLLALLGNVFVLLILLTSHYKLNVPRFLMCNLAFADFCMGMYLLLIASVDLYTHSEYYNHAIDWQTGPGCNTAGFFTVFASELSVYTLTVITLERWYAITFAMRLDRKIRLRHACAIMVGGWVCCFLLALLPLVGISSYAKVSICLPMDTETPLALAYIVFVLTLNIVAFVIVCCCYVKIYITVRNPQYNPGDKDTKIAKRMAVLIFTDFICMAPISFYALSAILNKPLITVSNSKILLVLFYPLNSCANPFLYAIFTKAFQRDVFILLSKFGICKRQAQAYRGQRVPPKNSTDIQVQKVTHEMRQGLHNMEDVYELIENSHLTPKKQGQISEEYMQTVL
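TSHR-expressing cells were treated with compounds, then stimulated with TSH at EC80 (4nM final) for 2 hours at 37 deg C. Cellular cAMP was measured by HTRF competition between lysate cAMP and cAMP-d2 for a cryptate-labelled anti-cAMP antibody.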
GALK inh – qHTS Assay for Inhibitors of Human Galactokinase (GALK); hit rate 0.007% among 270,000; AID 1868, 2009; Potency, µM (highest dose often 57.5 µM), without a hit: at the highest dose activity change, negative = inhibition, hits mostly inhibitors; Purified GALK, Kinase-Glo residual ATP luminescence; P51570; further: potency means the concentration at half of the fitted maximal effect; on the % scale 0 is the no-effect control and ±100 the full control effect
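GALK at 5 nM final was combined with compound, 35 uM ATP and 100 uM galactose in HEPES pH8.0 with MgCl2 and DTT. The reaction ran one hour at room temperature before luminescent ATP detection.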
BCR signal inh – qHTS Assay to Find Inhibitors of Chronic Active B-Cell Receptor Signaling; AID 493014, 2011; ABC-DLBCL IkBa-CBG/CBR reporter, luminescence ratio, 4 h; Potency, µM (series often up to 46.1 µM), inactives show at the highest dose ratio change, negative = lower green/red ratio, hits mostly inhibitors; hit rate 0.05% among 340,000; active means well fitted inhibition curve with a large enough effect in the signal ratio, with a control signal flat, not every such curve was filed as active; inconclusive means small, poorly fitted or top-dose-only effect, or effect the other way, or a change in a side signal; the % refers to the signal ratio;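 further: potency means the concentration at half of the fitted maximal effect; plate controls were basal doxycycline-induced cells for no effect and cells given 10 µM MG132 for full effect; MG132 reads +100%, hits lower the ratio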
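Cell line TMD8 (human ABC DLBCL), stably expressing tet-inducible CBG68-IkBa fusion and CBR; IMDM/0.5% FBS; cpd up to 46 uM; dox induction, 4 h, 37C/5% CO2; dual luminescence; green/red ratio; MG132 control.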
hERG WT inh – qHTS for Inhibitors of KCHN2 3.1: Wildtype qHTS | Voltage-gated inwardly rectifying potassium channel KCNH2 (Homo sapiens), Q12809 | U2OS, BacMam KCNH2, thallium flux FluxOr; active compounds read low | activity change, % at 1.84 µM | hit rate 0.37% among 340,000 | AID 720551, 2013;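 active means maximum activity change below -70%; inconclusive means maximum activity change between -70% and -50%; inactive means maximum activity change above -50%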; further: on the % scale 0 is the no-effect control and ±100 the full control effect
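U2OS cells were transduced with wild-type KCNH2 virus (2.03 x 10^8 / mL) for 4 h at room temperature, then cultured overnight at 37 C. Thallium flux was read with FluxOr dye. Rate constants were normalized to DMSO controls.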
Tb PFK inh – qHTS Assay to Find Inhibitors of T. brucei phosphofructokinase. ATP-dependent 6-phosphofructokinase (Trypanosoma brucei brucei), O15648. T. brucei PFK, ADP-Glo luminescence. Potency, µM (doses to about 57.5 µM), for the others: at the top dose activity, negative = inhibition, hits mostly inhibitors. hit rate 0.17% among 330,000. AID 485367, 2010;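 further: potency means the concentration at half of the fitted maximal effect; 0% = uninhibited 1x PFK enzyme wells and -100% = no-enzyme wells; nearly all actives have a fitted effect of over 60% in size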
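Activity is normalized to no-enzyme wells (full inhibition) and 1.25 nM enzyme wells (no inhibition). Reaction: 0.5 mM F6P, 0.1 mM ATP, 45 min RT, ADP-Glo luminescence; concentration-response curves fitted and classed by quality.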
Coupling enz – qHTS Assay for Inhibitors of Fructose-1,6-bisphosphate Aldolase from Giardia Lamblia: Coupling assay counterscreen; coupling enzyme system counterscreen, AmpLite Red fluorescence; activity change, negative = inhibition, % at 58.2 µM, hits read low; hit rate 0.67% among 290,000; in the data active means activity change below about -30%; further: on the % scale 0 is the no-effect control and ±100 the full control effect
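Coupling enzymes only (glyceraldehyde-3-phosphate) + compound, at 57.5 uM final, 10 min RT; add substrate/coupling/AmpLite Red mix, 20 min RT; fluorescence ex 525/em 598 nm. Actives flag coupling-system interference.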
TCR act – Activators of T cell receptors: qHTS campaign; 330,000 tested, under 10 active; AID 504894, 2011; Potency, µM (series often up to 9.22 µM), for inactives: at the top dose activation of IL-2 secretion, most hits filed as activators; primary human leukocytes, anti-CD3, IL-2 HTRF, 48 h; further: % of control where 0% means no effect
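IL-2 release read by HTRF sandwich (Eu cryptate donor, d2 acceptor, 665 nm emission) after 48 hr exposure of primary human leukocytes to compound together with anti-CD3 beads in the absence of co-stimulatory signals.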
MLL CXXC-DNA inh – qHTS Fluorescence Polarization Assay for Inhibitors of MLL CXXC domain - DNA interaction. Histone-lysine N-methyltransferase 2A (Homo sapiens), Q03164. MLL-CXXC / FITC-HOXA9 DNA fluorescence polarization. Potency, µM (doses to about 115 µM), for the others: top-dose activity change, negative = inhibition, actives largely listed as inhibitors. hit rate 0.037% among 290,000; active means well fitted inhibition curve with a large enough effect in the polarisation, with a control signal flat, not every such curve was filed as active; inconclusive means small, poorly fitted or top-dose-only effect, or effect the other way, or a change in a side signal; inactive means no such curve, though single readings can be large or run the other way; the % refers to the polarisation; further: potency means the concentration at half of the fitted maximal effect
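Fluorescence polarization: 7 uM MLL-CXXC (stock) preincubated 5 min with compounds, then 50 nM fluorescein-HOX-A9 DNA (stock) added; 30 min ambient. Buffer 50 mM Tris-HCl pH 7.5, 50 mM NaCl, 1 mM DTT, 0.05% BSA.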
Giardia kill – Small Molecules that selectively kill Giardia lamblia: qHTS; hit rate 0.15% among 340,000; Giardia lamblia trophozoite viability; AID 540267, 2011; activity change, % at 7.66 µM, hits read low; in the data active means activity change below about -80%; inconclusive means between about -30% and that limit;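 further: parasites exposed to compound for two days anaerobically before the ATP read; on the % scale 0 is the no-effect control and ±100 the full control effect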
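Viability, read as ATP luminescence: trophozoites at 100 cells/well, compound added, 48 hrs anaerobic at 37 deg C, then 15-30 min room-temperature development before reading.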
AT treatment – qHTS Assay for Identifying a Potential Treatment of Ataxia-Telangiectasia. […] A-T fibroblasts, KAP-1 phosphorylation AlphaLISA; neocarzinostatin DNA damage 30 min before lysis. AID 485349, 2010. Potency, µM (top dose mostly 57.5 µM), without a hit: at the top dose activation, usual class: activators. hit rate 0.19% among 320,000; further: potency means the concentration at half of the fitted maximal effect; % of control where 0% means no effect; nearly all actives have a fitted effect of over 45% in size
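hTERT-immortalized A-T patient fibroblasts ([…]), 500 cells/well in OPTI-MEM, 1% FBS, got compounds for 60 min, then NCS for 30 min at 37C. Lysates were then assayed for phospho-KAP-1 by AlphaLISA (anti-pKAP1 donor, anti-KAP1 acceptor beads), 6 hr at 25C.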
An asterisk follows results filed as active; u = inconclusive; x = no result given; [ ] = remark or other dose. Unless noted, the call rests on the fitted dose curve; in most records, active means well fitted curve in the direction sought with a large enough effect; inconclusive means small, poorly fitted or top-dose-only effect, or another doubt; inactive means no such curve, though single readings can be large; an effect the other way counts as inactive or inconclusive.

SMILES	TSHR antag	GALK inh	BCR signal inh	hERG WT inh	Tb PFK inh	Coupling enz	TCR act	MLL CXXC-DNA inh	Giardia kill	AT treatment
CCOC(=O)CC1C(=O)NCCN1C(=O)NC1CCCCC1 (stereo not drawn)	3	-3%	-1%	18	-7%	1	3%	6%	-5	1%
COc1ccc(-c2nc3n(c2C)Cc2ccccc2-3)cc1	-2	-1%	u	7	3%	0	-4%	15%	-15	22µM*
Cc1cc(OCC[N+]2(C)CCCCC2)nc2ccccc12	-14	1%	u	-5	0%	-1	7%	2%	-27	-2%
COC(=O)c1c(-c2c(Cl)cccc2Cl)noc1NC(=O)N(C)C	-1	2%	u	-1	-8%	1	2%	-2%	20	-1%
CSc1ccccc1NC(=O)CNCCCN1CCOCC1	2	0%	u	-4	1%	1	-6%	-15%	-4	6%
CCc1ccc(NC(=O)/C(C#N)=C\c2ccc(OC)c(C(=O)O)c2)cc1	21	0%	2%	10	3%	-4	5%	-1%	8	-3%
Cc1nc(CSc2ccc(Br)cc2)cs1	-9	-2%	u	-2	-3%	-1	8%	9%	-11	-9%
Cc1cc(C)c(S(=O)(=O)NNC(=O)C2CCN(Cc3ccccc3)CC2)c(C)c1	-3	0%	-2%	31	-8%	1	x	19%	2	0%
CC(=O)Nc1ccc(S(=O)(=O)Nc2ccccc2N2CCOCC2)cc1	19	x	2%	0	7%	x	-2%	x	0	3%
CCOC(=O)c1ccc(N2Cc3ccccc3C2)cc1O	0	1%	2%	-2	-4%	0	x	2%	-6	2%
O=C(O)c1cc(S(=O)(=O)NC2CCCc3ccccc32)ccc1O (stereo not drawn)	1	-2%	9%	10	0%	20	-2%	16%	12	-2%
O=C(Nc1ccc(F)cc1F)c1ccc(-n2cncn2)nc1	9	1%	u	4	-5%	2	2%	7%	5	-10%
COc1cc(/C=C/C(=O)OCC(=O)NCc2ccco2)ccc1O	-10	x	u	-6	4%	x	3%	x	-7	-1%
CCOc1ccc2nc(SCC(=O)N(CC(C)C)c3c(N)n(Cc4ccccc4)c(=O)[nH]c3=O)[nH]c2c1	-1	x	-7%	5	24%	x	-9%	x	-1	-11%
COc1ccc(C(=O)N/N=C/c2cc3ccccc3[nH]c2=S)cc1	-6	0%	-17%	-4	u	1	-1%	-6%	1	x
NC(=O)CSc1nnc(NC(=O)c2cccc(S(=O)(=O)N3CCCCC3)c2)s1	-11	2%	15%	1	3%	15	-1%	-4%	-5	-4%
N#Cc1ccccc1NC(=O)COc1ccc2c(c1)OCO2	-2	7%	u	-18	-11%	0	-14%	-6%	-4	4%
COCCOC(=O)C1=C(C)NC2=C(C(=O)CCC2)C1c1cc2c(cc1Br)OCO2 (stereo not drawn)	-12	1%	-2%	-5	4%	3	-1%	1%	19	3%
CCCOc1c(OC)cccc1C1CC(=O)Nc2cc(OC)c(OC)c(OC)c21 (stereo not drawn)	58	-3%	u	-2	-8%	1	-7%	-4%	9	8%
O=C(COc1ccc(Cl)cc1)Nc1ccc2c(c1)CCC2	-16	0%	u	-11	-1%	-5	0%[46.1 µM]	6%	-2	2%
CC(=O)c1cccc(NC(=O)CSc2nnc(C(C)N(C)C)n2-c2ccc(F)cc2)c1 (stereo not drawn)	11	7%	8%	-15	-14%	0	-1%	-6%	3	11%
CN(CC(=O)Nc1ccccc1Cl)C(=O)COC(=O)c1cnccn1	-8	-2%	-2%	-4	1%	x	-9%	-2%	13	1%
COCCSc1nnc(NC(=O)C2CC(=O)N(c3ccccc3)C2)s1 (stereo not drawn)	-14	2%	7%	16	-2%	4	0%	5%	-9	9%
CCOc1ccc(S(=O)(=O)N2CCC(C(=O)N3CCCC3)CC2)cc1C	-3	-2%	-2%	13	1%	1	-8%	1%	-14	-8%
c1ccc2sc(NCC3CCCO3)nc2c1 (stereo not drawn)	6	4%	-10%	-2	-3%	1	-3%	-1%	-9	7%
CCOC(=O)c1ccccc1NC(=O)Cc1c(C(=O)O)n(C)c2ccccc12	-9	1%	-2%	-6	3%	10	-3%	2%	2	13%
CC(=O)c1cccc(Nc2cc(C)nc3ccccc23)c1	-3	x	3%	2	-3%	0	-10%	-4%	0	12%
COc1ccc(O)c(C(=O)c2cc(C#N)c(=O)n(CC3CCCO3)c2)c1 (stereo not drawn)	1	-1%	3%	-1	-1%	1	2%	-7%	8	2%
O=C(CCNC(=O)c1ccc(Br)cc1)NC1CCCCCC1	15	x	1%	35	17%	x	-3%	x	3	2%
C=CCn1c(CNc2ccccc2)nnc1SCC(=O)N/N=C/c1ccccc1O	4	1%	u	4	-1%	-2	-3%	-20%	u	-6%
COc1cccc(CCc2nnc(CCC(=O)NCCC3CCCCO3)o2)c1 (stereo not drawn)	7	3%	1%	0	2%	4	5%	9%	16	-1%
Cc1ccc(C)c(S(=O)(=O)N2CCN(C(=O)c3ccccn3)CC2)c1	0	x	u	-3	0%	x	0%	x	3	13%
C=CCn1c(COc2ccc(Cl)cc2)nnc1SCc1ccc(C#N)cc1	-14	3%	u	-6	-5%	3	x	10%	3	8%
O=C(Nc1cccc(Cl)c1Cl)C1CCN(C(=O)c2cccs2)CC1	-6	5%	0%	0	-7%	5	-8%	3%	-15	3%
O=C(CC1OC(=O)c2ccccc21)Nc1cc(Cl)ccc1N1CCCC1 (stereo not drawn)	2	x	u	4	16%	x	-2%	x	-3	11%
CC1(C)Cc2[nH]c(=S)c(C#N)cc2CO1	10	10%	u	8	-21%	0	0%	8%	-21	2%
Brc1ccc2c(c1)C(c1ccc(N3CCOCC3)cc1)=NNC(c1cccs1)=N2	-12	0%	-2%	3	3%	-2	-1%	17%	-8	-10%
Cc1ccc(C(=O)NCC2CCCO2)cc1S(=O)(=O)N1CCCCC1 (stereo not drawn)	8	-1%	u	1	0%	x	5%	17%	8	1%
O=C(C1=C(O)C(=O)N(CCN2CCOCC2)C1c1cccc([N+](=O)[O-])c1)c1cccs1 (stereo not drawn)	3	x	-2%	-12	-10%	3	5%	-2%	-3	-9%

As a working copy, some entries already given:
SMILES	TSHR antag	GALK inh	BCR signal inh	hERG WT inh	Tb PFK inh	Coupling enz	TCR act	MLL CXXC-DNA inh	Giardia kill	AT treatment
CCOC(=O)CC1C(=O)NCCN1C(=O)NC1CCCCC1 (stereo not drawn)	3	-3%	-1%	18	-7%	1	3%	6%	-5	1%
COc1ccc(-c2nc3n(c2C)Cc2ccccc2-3)cc1	-2	-1%	u	7	3%	0	-4%	15%	-15	22µM*
Cc1cc(OCC[N+]2(C)CCCCC2)nc2ccccc12	-14	1%	u	-5	0%	-1	7%	2%	-27	-2%
COC(=O)c1c(-c2c(Cl)cccc2Cl)noc1NC(=O)N(C)C	-1	2%	u	-1	-8%	1	2%	-2%	20	-1%
CSc1ccccc1NC(=O)CNCCCN1CCOCC1	2	0%	u	-4	1%	1	-6%	-15%	-4	6%
CCc1ccc(NC(=O)/C(C#N)=C\c2ccc(OC)c(C(=O)O)c2)cc1	21	0%	2%	10	3%	-4	5%	-1%	8	-3%
Cc1nc(CSc2ccc(Br)cc2)cs1	-9	-2%	u	-2	-3%	-1	8%	9%	-11	-9%
Cc1cc(C)c(S(=O)(=O)NNC(=O)C2CCN(Cc3ccccc3)CC2)c(C)c1	-3	0%	-2%	31	-8%	1	x	19%	2	0%
CC(=O)Nc1ccc(S(=O)(=O)Nc2ccccc2N2CCOCC2)cc1	19	x	2%	0	7%	x	-2%	x	0	3%
